HIF-2a inh – inhibitors of HIF-2a | 0.72% of 360,000 active | 786-0 RCC cells HIF-2a reporter, luciferase luminescence, overnight | AID 624352 | inhibition, % at 18.8 µM;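 active means inhibition of the luminescence signal of 40% or more relative to plate controls, in a single-dose primary screen at 18.75 µM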
PDI inh – inhibitors of human protein disulfide isomerase. PDI insulin aggregation turbidity, A650, 90 min. inhibition, % at 10 µM. 0.052% of 350,000 active;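 active means mean inhibition across replicates of 30% or more, whatever share of single replicates reach that level; inconclusive means mean inhibition below 30% while every single replicate reaches 30%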;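 further: absorbance from insulin aggregation driven by PDI reduction with DTT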
Target sequence (P07237 whole entry, looked up): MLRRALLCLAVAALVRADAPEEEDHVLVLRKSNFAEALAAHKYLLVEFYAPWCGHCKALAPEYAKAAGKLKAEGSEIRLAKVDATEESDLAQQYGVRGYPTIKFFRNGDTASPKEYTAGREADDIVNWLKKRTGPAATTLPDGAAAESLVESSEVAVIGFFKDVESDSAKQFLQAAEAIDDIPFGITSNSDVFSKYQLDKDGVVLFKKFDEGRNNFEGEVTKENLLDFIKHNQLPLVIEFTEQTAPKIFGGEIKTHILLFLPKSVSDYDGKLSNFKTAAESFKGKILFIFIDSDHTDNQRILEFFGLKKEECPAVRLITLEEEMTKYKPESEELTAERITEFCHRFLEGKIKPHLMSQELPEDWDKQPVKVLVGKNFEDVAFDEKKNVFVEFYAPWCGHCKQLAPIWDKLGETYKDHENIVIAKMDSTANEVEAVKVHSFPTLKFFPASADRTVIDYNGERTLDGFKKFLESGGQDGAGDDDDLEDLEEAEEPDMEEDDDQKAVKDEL
hiPSC survival – hiPSC single-cell survival enhancement; AID 602274; 0.044% of 360,000 active; ATPlite luminescence; 100% = ROCK inhibitor wells, 0% = DMSO; survival enhancement, % at 20 µM; in the data active means survival enhancement above about 18%;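 further: cells exposed to compounds for 16 hours before the ATP read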
CaV13 ICDI inh – Primary screen for inhibitors of IQ motif and Ca2+-dependent inactivation inhibitor domain binding in CACNA1D, Förster resonance energy transfer in living cells, … | HEK cells, CFP/YFP FRET ICDI-IQ, plate reader, 10 min; percent FRET-ratio fall versus neutral wells | inhibition, % at 12.3 µM | 0.098% of 340,000 active | AID 743397;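 active means mean replicate inhibition of at least 30% and at least 1% of replicates passing that level; inconclusive means only one of the two criteria is met; inactive means neither criterion is met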;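 further: 0% = median of the neutral control wells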
m5-HT2A agonist – agonists of mouse serotonin 5-HT2A receptor (HTR2A); 0.66% of 360,000 active; AID 624169; CHO-K1 mHTR2A beta-arrestin complementation, luminescence; percent of 30 µM serotonin response; activation, % at 7.6 µM; P35363;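 active means activation above a run cutoff, the mean activation of all tested compounds plus 3 SD, cut at about 14% in these data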;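 further: 0% = plate median of compound wells and 100% = 30 µM serotonin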
Target sequence (P35363 whole entry, looked up): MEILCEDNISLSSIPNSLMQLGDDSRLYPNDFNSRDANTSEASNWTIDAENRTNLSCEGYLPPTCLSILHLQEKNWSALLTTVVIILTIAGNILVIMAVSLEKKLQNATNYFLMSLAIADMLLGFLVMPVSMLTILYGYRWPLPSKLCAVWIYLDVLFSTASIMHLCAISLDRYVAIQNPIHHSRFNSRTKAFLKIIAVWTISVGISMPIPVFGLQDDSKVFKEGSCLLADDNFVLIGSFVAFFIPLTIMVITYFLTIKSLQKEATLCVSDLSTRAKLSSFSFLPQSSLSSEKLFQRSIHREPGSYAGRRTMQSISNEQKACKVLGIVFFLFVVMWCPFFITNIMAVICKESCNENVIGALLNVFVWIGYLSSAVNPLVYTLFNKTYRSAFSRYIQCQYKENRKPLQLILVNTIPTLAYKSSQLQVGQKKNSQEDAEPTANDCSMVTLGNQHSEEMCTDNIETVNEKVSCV
NR2E3 ag-1 – agonists of human NR2E3 nuclear receptor; CHO-S Gal4-NCOR/VP16-NR2E3 two-hybrid, luciferase; 0.35% of 360,000 active; AID 602229; inhibition of corepressor binding, % at 3.98 µM;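 active means inhibition above the mean of all tested compounds plus 3 SD, cut at about 70% in these data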;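 further: 0% = DMSO with NR2E3 transfected cells and 100% = cells lacking NR2E3 construct; higher means lower luciferase signal from less NR2E3 corepressor binding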
TRPM1 prom inh – reduces MITF-dependent TRPM1 promoter luciferase signal | SK-MEL-5 TRPM1 promoter luciferase, 24 h | 0.83% of 330,000 active | inhibition, % at 12.5 µM;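 active means mean inhibition across replicates of 60% or more, whatever share of single replicates reaches that level; inconclusive means some that reach 60%, reason not given; inactive means mean inhibition across replicates below 60%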; further: values of inactives mirror those of a sister screen read the other way
Peg3 promoter – inhibitors of Peg3 promoter; HeLa PEG-Prom luciferase reporter, luminescence, overnight; inhibition, % at 20 µM; 1.7% of 360,000 active; AID 588405;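 active means inhibition of at least 50% at 20 µM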
NR2E3 ag-2 – activates human photoreceptor nuclear receptor NR2E3. 0.12% of 320,000 active. AID 2300. GST-NR2E3/biotin-RetCOR TR-FRET, 1536-well. Q9Y5X4. inhibition of corepressor binding, % at 4.78 µM;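 active means percent inhibition above the cutoff of mean plus 3 SD of all tested compounds, set per screening campaign, cut at about 20% in these data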;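 further: 0% = DMSO wells and 100% = biotin wells as full block of FRET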
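Material: NR2E3–RetCOR corepressor complex / Amount: 1.35 nM GST-NR2E3 / Medium: Tris pH 7.5 / Compound: single nominal compound dose of 4.8 µM / Incubation: 5 h at 4 °C / Technique: TR-FRET, Eu(K)-anti-GST donor, streptavidin-D2 acceptor, ex 340, em 617/671 nm / Read-out basis: percent loss of FRET ratio relative to control wells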
Shn3 inh set2 – reduces Shn3 3'UTR luciferase signal in osteoblasts | Clone20 osteoblast Shn3 3'UTR firefly luciferase, 24 h | 0.52% of 360,000 active | AID 588674 | inhibition, % at 12.5 µM;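 active means mean inhibition of at least 75% with every replicate also reaching 75%; inconclusive means mean inhibition at least 75% but some replicate below; inactive means mean inhibition below 75%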;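 further: 0% = median of neutral control wells and 100% = pilot-screen positive control compound; some compounds past the cut are filed as inactive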
Cardio protect – protects H9c2 cardiomyocytes from peroxide injury; H2O2 injury protection, ATPLite, 2 h; protection from H2O2 cell death, % at 20 µM; AID 588492; 0.63% of 360,000 active;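 active means compounds giving at least 50% protection of heart cells from peroxide-induced death in the single-dose screen, raw or plate-pattern-corrected value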;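 further: 0% = DMSO wells with peroxide and 100% = DMSO wells without peroxide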
* = called active by the depositor.

How did CC1CCCCC1NC(=O)Cn1c(=O)cnc2ccccc21 (stereo not given) do in these assays?
HIF-2a inh: 14; PDI inh: -3; hiPSC survival: -0.7; CaV13 ICDI inh: -3; m5-HT2A agonist: -2; NR2E3 ag-1: -16; TRPM1 prom inh: -4; Peg3 promoter: -1; Shn3 inh set2: 0; Cardio protect: -5

Results for CCCc1nn(C)c2c(=O)[nH]c(-c3cc(S(=O)(=O)Nc4ccc(NC(C)=O)cc4)ccc3OCC)nc12 ?
HIF-2a inh: 32; PDI inh: 8; hiPSC survival: 0.0; CaV13 ICDI inh: -6; m5-HT2A agonist: 3; NR2E3 ag-1: 30; TRPM1 prom inh: 1; Peg3 promoter: 21; NR2E3 ag-2: 0; Shn3 inh set2: 7; Cardio protect: -7

Results for CC1=NNC(=O)C1CC(=O)N/N=C/c1ccc(C)o1 (stereo not given) ?
HIF-2a inh: 11; PDI inh: -4; hiPSC survival: 1.7; CaV13 ICDI inh: -4; m5-HT2A agonist: 2; NR2E3 ag-1: -6; Peg3 promoter: 7; NR2E3 ag-2: -1; Shn3 inh set2: 11; Cardio protect: 0

What do the screens show for `O=C1N(Cc2ccccc2)c2ccc(Cl)cc2C12OCCO2`?
HIF-2a inh: 8; PDI inh: -3; hiPSC survival: -0.1; CaV13 ICDI inh: -5; m5-HT2A agonist: 0; NR2E3 ag-1: 16; TRPM1 prom inh: 11; Peg3 promoter: 9; NR2E3 ag-2: 6; Shn3 inh set2: 9; Cardio protect: -7

Results for CN1CCC(N(C)C(=O)/C=C/c2cn(-c3ccccc3)nc2-c2cccs2)CC1 ?
HIF-2a inh: 4; PDI inh: -1; hiPSC survival: -1.8; CaV13 ICDI inh: -6; m5-HT2A agonist: -9; NR2E3 ag-1: -16; TRPM1 prom inh: inconclusive; Peg3 promoter: 77*; NR2E3 ag-2: -1; Shn3 inh set2: -15; Cardio protect: -25

How did COc1ccc(C(=O)NC(=S)NCc2cccnc2)cc1Br do in these assays?
HIF-2a inh: 8; PDI inh: -2; hiPSC survival: -0.2; CaV13 ICDI inh: -3; m5-HT2A agonist: -1; NR2E3 ag-1: 8; TRPM1 prom inh: -3; Peg3 promoter: -5; NR2E3 ag-2: 1; Shn3 inh set2: 15; Cardio protect: -1

What do the screens show for `CCOc1ccc(CN2CCN(CC3=Cc4cccc(OC)c4OC3)CC2CCO)cc1` (stereo not given)?
HIF-2a inh: -6; PDI inh: 10; hiPSC survival: 0.7; CaV13 ICDI inh: 6; m5-HT2A agonist: 0; NR2E3 ag-1: -14; TRPM1 prom inh: 13; Peg3 promoter: -35; NR2E3 ag-2: 3; Shn3 inh set2: 8; Cardio protect: -4

What do the screens show for `COc1ccc(-c2cc(C)no2)cc1S(=O)(=O)Nc1cccc(CN2CCCC2)c1`?
HIF-2a inh: 15; PDI inh: -7; hiPSC survival: -0.3; CaV13 ICDI inh: -7; m5-HT2A agonist: -8; NR2E3 ag-1: 1; TRPM1 prom inh: -14; Peg3 promoter: -3; NR2E3 ag-2: 4; Shn3 inh set2: 1; Cardio protect: -1

How did CCOC(=O)N1CCN(CC(=O)N2c3ccccc3CC2C)CC1 (stereo not given) do in these assays?
HIF-2a inh: 3; PDI inh: 3; hiPSC survival: 2.0; CaV13 ICDI inh: -5; m5-HT2A agonist: -3; NR2E3 ag-1: -28; TRPM1 prom inh: 7; Peg3 promoter: 8; NR2E3 ag-2: -1; Shn3 inh set2: -5; Cardio protect: 6

How did N/C(=N\OC(=O)CCC1CCCC1)c1cccnc1 do in these assays?
HIF-2a inh: -23; PDI inh: -3; hiPSC survival: -0.7; CaV13 ICDI inh: -3; m5-HT2A agonist: 1; NR2E3 ag-1: 0; TRPM1 prom inh: -21; Peg3 promoter: -6; NR2E3 ag-2: -3; Shn3 inh set2: -3; Cardio protect: 6

What do the screens show for `CC(=O)NC12CC3CC(C1)CC(C(=O)N1CCN(S(=O)(=O)c4cccc(F)c4)CC1)(C3)C2`?
HIF-2a inh: 3; PDI inh: -2; hiPSC survival: -0.5; CaV13 ICDI inh: -6; m5-HT2A agonist: 6; NR2E3 ag-1: -14; TRPM1 prom inh: 9; Peg3 promoter: 20; NR2E3 ag-2: 0; Shn3 inh set2: -45; Cardio protect: -2

What do the screens show for `CC(C)(C)S(=O)(=O)c1cnc(-c2ccccn2)nc1N`?
HIF-2a inh: -9; PDI inh: -2; hiPSC survival: -0.8; CaV13 ICDI inh: -5; m5-HT2A agonist: 11; NR2E3 ag-1: 15; TRPM1 prom inh: -25; Peg3 promoter: -5; NR2E3 ag-2: 3; Shn3 inh set2: -42; Cardio protect: -1

What do the screens show for `COc1ccc2cc(CCNC(=O)c3cccs3)c(=O)[nH]c2c1`?
HIF-2a inh: -245; PDI inh: 6; hiPSC survival: 0.1; CaV13 ICDI inh: -6; m5-HT2A agonist: -2; NR2E3 ag-1: -127; TRPM1 prom inh: -94; Peg3 promoter: -295; NR2E3 ag-2: 0; Shn3 inh set2: -81; Cardio protect: 5

How did O=C(c1ccco1)N1CCN(C(=O)c2ccc(COc3ccc4c(c3)CCC4)o2)CC1 do in these assays?
HIF-2a inh: -30; PDI inh: -4; hiPSC survival: 1.8; m5-HT2A agonist: 2; NR2E3 ag-1: -113; TRPM1 prom inh: 3; Peg3 promoter: -1; NR2E3 ag-2: -2; Shn3 inh set2: -16; Cardio protect: -6

What do the screens show for `Cc1cc(C)c(Cc2c(C)nc3c(C(=O)NCc4ccco4)cnn3c2C)c(C)c1`?
HIF-2a inh: -6; PDI inh: 5; hiPSC survival: -0.2; CaV13 ICDI inh: -7; m5-HT2A agonist: 5; NR2E3 ag-1: 34; TRPM1 prom inh: 21; Peg3 promoter: 14; NR2E3 ag-2: -2; Shn3 inh set2: 62; Cardio protect: -22

What do the screens show for `O=C(c1cc(-c2cccnc2)nc2ccccc12)N1CCN(S(=O)(=O)c2ccc(Cl)s2)CC1`?
HIF-2a inh: 7; PDI inh: -3; hiPSC survival: 0.1; CaV13 ICDI inh: -2; m5-HT2A agonist: -3; NR2E3 ag-1: -20; TRPM1 prom inh: 27; Peg3 promoter: 30; Shn3 inh set2: 11; Cardio protect: 4

Results for CC(=O)Nc1ccc(N2CCOCC2)c([N+](=O)[O-])c1 ?
HIF-2a inh: 17; PDI inh: -3; hiPSC survival: 2.4; CaV13 ICDI inh: -5; m5-HT2A agonist: -3; NR2E3 ag-1: 5; TRPM1 prom inh: 1; Peg3 promoter: 4; NR2E3 ag-2: 2; Shn3 inh set2: -5; Cardio protect: 5

What do the screens show for `Nc1nc(COc2ccc(F)cc2)nc(N2CCCCC2)n1`?
HIF-2a inh: -25; PDI inh: -3; hiPSC survival: -0.7; m5-HT2A agonist: -2; NR2E3 ag-1: -7; TRPM1 prom inh: -3; Peg3 promoter: -15; NR2E3 ag-2: 5; Shn3 inh set2: -6; Cardio protect: 3

How did O=C(NC1CCCC1)C(c1ccccn1)N(C(=O)c1csnn1)c1ccccc1Br (stereo not given) do in these assays?
HIF-2a inh: 11; PDI inh: -2; hiPSC survival: -0.5; CaV13 ICDI inh: -4; m5-HT2A agonist: 8; NR2E3 ag-1: 18; TRPM1 prom inh: 11; Peg3 promoter: 13; NR2E3 ag-2: 0; Shn3 inh set2: -7; Cardio protect: 2

How did Cc1cccc(C(C)n2nnc3ccccc32)c1O (stereo not given) do in these assays?
HIF-2a inh: 10; PDI inh: 3; hiPSC survival: 7.9; CaV13 ICDI inh: -4; m5-HT2A agonist: -2; NR2E3 ag-1: 5; TRPM1 prom inh: 7; Peg3 promoter: 10; NR2E3 ag-2: 1; Shn3 inh set2: 21; Cardio protect: -3

Results for CC(=O)Cc1nsc(NC(=O)c2ccccc2)n1 ?
HIF-2a inh: -50; PDI inh: 5; hiPSC survival: 1.1; m5-HT2A agonist: -2; NR2E3 ag-1: -1; TRPM1 prom inh: -11; Peg3 promoter: -20; NR2E3 ag-2: 2; Shn3 inh set2: -8; Cardio protect: -1

How did CCN1CCN(Cc2oc(CO)cc(=O)c2O)CC1 do in these assays?
HIF-2a inh: 6; PDI inh: 1; hiPSC survival: -0.2; CaV13 ICDI inh: -4; m5-HT2A agonist: -2; NR2E3 ag-1: 8; TRPM1 prom inh: -1; Peg3 promoter: -9; NR2E3 ag-2: -1; Shn3 inh set2: -17; Cardio protect: 0

Results for CCOC(=O)Cc1csc(NS(=O)(=O)c2ccc([N+](=O)[O-])cc2)n1 ?
HIF-2a inh: 10; PDI inh: -1; hiPSC survival: -0.7; CaV13 ICDI inh: -20; m5-HT2A agonist: -5; NR2E3 ag-1: 7; TRPM1 prom inh: 7; Peg3 promoter: 19; NR2E3 ag-2: 3; Shn3 inh set2: -10; Cardio protect: 10

How did CCOC(=O)c1ccccc1NC(=O)c1c(F)c(F)c(F)c(F)c1F do in these assays?
HIF-2a inh: 3; PDI inh: -52; hiPSC survival: -5.5; CaV13 ICDI inh: -4; m5-HT2A agonist: 2; NR2E3 ag-1: 13; TRPM1 prom inh: 10; Peg3 promoter: 23; NR2E3 ag-2: 1; Shn3 inh set2: 22; Cardio protect: -2

How did COc1ccc(C2NC(=S)N3C(c4ccc(OC)cc4)NC(=S)N23)cc1 (stereo not given) do in these assays?
HIF-2a inh: -17; PDI inh: 9; hiPSC survival: 7.7; CaV13 ICDI inh: -5; m5-HT2A agonist: 7; NR2E3 ag-1: -34; TRPM1 prom inh: -13; Peg3 promoter: -54; NR2E3 ag-2: -2; Shn3 inh set2: -26; Cardio protect: -8

Results for COc1ccc(NC(=O)NNC(=O)COc2ccc3cc(Br)ccc3c2)cc1 ?
HIF-2a inh: -34; PDI inh: -8; hiPSC survival: 0.3; m5-HT2A agonist: -9; NR2E3 ag-1: -2; TRPM1 prom inh: 1; Peg3 promoter: -13; Shn3 inh set2: 8; Cardio protect: 0

Results for Cc1ccc(S(=O)(=O)NC(CC(C)C)C(=O)N2CCN(C/C=C/c3ccccc3)CC2)cc1 (stereo not given) ?
HIF-2a inh: -2; PDI inh: 3; hiPSC survival: -3.8; CaV13 ICDI inh: -11; m5-HT2A agonist: -10; NR2E3 ag-1: -6; TRPM1 prom inh: 8; Peg3 promoter: -1; NR2E3 ag-2: -1; Shn3 inh set2: 15; Cardio protect: -5
